Bioassay records deposited in PubChem BioAssay by several laboratories.
PMI inhibition – human PMI inhibitors, high substrate, primary screen, biochemical, fluorescence intensity, high mannose 6-phosphate (AID 1220); Mannose-6-phosphate isomerase (Homo sapiens); recombinant PMI enzyme, coupled fluorescence intensity; higher % means a stronger effect; inhibition, % at 20 µM; hits with a dose series show IC50 in µM; 190,000 tested, 0.66% active
Ins promoter up – insulin promoter activators in MIN6 cells, imaging, high-content screening, mouse beta cells; MIN6 insulin promoter-GFP reporter; active compounds read high; 190,000 tested, 0.3% active; z-score at 5 µM;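 active = z-score above 3 at 5 µM with at least 500 cells counted in the well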
Autophagy mod – autophagy modulators in MEF cells, primary screen, imaging, high-content, MEF GFP-LC3 | 190,000 tested, 0.98% active | calls only at 10 µM (by protocol) | MEF GFP-LC3 puncta imaging; test concentration mostly 10 µM;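 active = percentage of spot-positive cells more than 3 SD above its plate mean, without a fluorescence outlier flag or 80% toxicity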;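 also: spot-positive cell cutoff set from DMSO-treated cells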
WT yeast gro inh – growth inhibition of WT strain, primary screen, mitochondrial fusion inhibitor project, WT and mutant strains, chemical genetic | mitochondrial fusion phenotypic screen | inhibition, % at 10 µM | 190,000 tested, 2.1% active | AID 1362, 2008; in the data active = inhibition above about 58%; tested in S. cerevisiae
Dynein transport – inhibitors of GR-EGFP nuclear translocation, primary screen, dynein cargo transport inhibitor project, imaging, high-content, 3617.4 mouse cells; test concentration mostly 20 µM; stimulated with dexamethasone, 1 µM; active compounds read low; z-score, hits read low; 220,000 tested, 0.47% active; AID 1381, 2008;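 active = plate z-score of nuclear minus cytoplasmic receptor signal below a set negative limit, without overly bright fluorescence or cell loss, cut at about -3.5 in these data, passing the limit was not always enough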;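 also: z-score of nuclear minus cytoplasmic ring GR-EGFP intensity difference per well; some compounds called inactive have numbers as strong as hits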
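Also added: dexamethasone, 1.0 µM final. Medium: tet-free, stripped-serum medium. Detection: fixed, Hoechst-stained cells imaged at 10x for EGFP. Read-out: nuclear-to-cytoplasmic GR-EGFP distribution per well. Times: induction 48 h, compound 1 h, agonist 30 min.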
human PMI inhibition – inhibitors of human PMI, primary screen, biochemical, fluorescence intensity, coupled assay (AID 1209) | Mannose-6-phosphate isomerase (Homo sapiens) | purified PMI enzyme, coupled fluorescence intensity; higher % means a stronger effect | inhibition, % at 20 µM; hits with a dose series show IC50 in µM | 190,000 tested, 0.42% active;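 also: plate controls were DMSO vehicle for no effect and wells lacking substrate for full effect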
bCat nuc transl – modulators of beta-catenin nuclear translocation, primary screen, imaging, HeLa cells, immunofluorescence, high-content; nuclear translocation activity, % at 5 µM; 190,000 tested, 0.3% active; AID 1665, 2009;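 active = nuclear translocation activity above 50% at 5 µM, with a well cell count of 50 or more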;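 also: per-cell ratio of nuclear to cytoplasmic median beta-catenin stain intensity; plate controls were DMSO negative control for no effect and GSK-3 inhibitor IX positive control for full effect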
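Test system: human HeLa cell line; Doses: 5 µM primary, 0.02–20 µM confirmation; Incubation: 24 h compound exposure, 37°C; Detection: beta-catenin immunofluorescence imaging with DAPI; Read-out: beta-catenin nuclear/cytoplasmic ratio, % activation.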
MT stabilize HCS – microtubule stabilizers in HeLa cells, primary screen, imaging, high-content imaging. % tubulin-high responders, % at 10 µM. AID 2205, 2009. 200,000 tested, 0.83% active. HeLa tubulin immunostaining HCS, 24 h; share of cells brighter than vehicle mean+2SD;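 active = plate Z-score above 3 for both tubulin-high and condensed-nucleus cell shares, with cell loss under 80%, at 10 µM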;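 also: anti alpha tubulin signal scored within the nucleus-defined area of each cell; some results filed as inactive read as strong as hits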
Yfh1-depleted yeast – enhancers of respiration in Yfh1-depleted yeast, dose response, Friedreich's ataxia, plus single-dose screen (AID 1465) | S. cerevisiae Yfh1-off respiration, WST-1 reduction, 72 h; higher fold induction means a stronger effect | fold induction at 50 µM; hits with a dose series show EC50 in µM | 220,000 tested, 0.074% active;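 active = fold induction of absorbance versus untreated yeast above a set limit, then at least 30% activation at any dose in follow-up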;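 also: activators that raise dye reduction in frataxin-depleted yeast; strong numbers were not always called active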
WT yeast gro inh mutant strain – second read-out of WT yeast gro inh, no call of its own (marks repeat the call); inhibition, %; mitochondrial fusion phenotypic screen, mutant strain inhibition
Dynein transport cytoplasmic EGFP – also measured in Dynein transport; calls as there; z-score; measured here: cytoplasmic GR-EGFP intensity; active compounds read high
Dynein transport nuclear GR-EGFP – second read-out of Dynein transport, no call of its own (marks repeat the call); z-score; measured here: nuclear GR-EGFP intensity;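 lower value marks the stronger effect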
Dynein transport cell count – recorded beside Dynein transport, whose call it bears; z-score; measured here: cell count per field
Ins promoter up cell count – also measured in Ins promoter up; calls as there; cell count; measured here: cytotoxicity, nuclei count;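 total cells summed across four imaged fields per well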
bCat nuc transl cell count 5 µM – further read-out of bCat nuc transl, marked with its call; cell count; measured here: cell count, cytotoxicity flag
MT stabilize HCS Hoechst-high % – further read-out of MT stabilize HCS, marked with its call; % Hoechst-high responders; measured here: nuclear condensation Hoechst responders;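 share of cells brighter than vehicle mean plus two SD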
MT stabilize HCS cytotoxicity % – also measured in MT stabilize HCS; calls as there; toxicity, %; measured here: cytotoxicity by cell density;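 0% = mean cell density of plate MIN control wells and 100% = no cells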
Autophagy mod cell loss 18 h – recorded beside Autophagy mod, whose call it bears; toxicity, %; measured here: cell loss, nuclei count;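 cell loss after 18 h compound exposure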
* = called active by the depositor. Rule as the data show it, unless noted: active = inhibition above about 50%; inactive = the rest.

Results for CCN(CCNC(=O)C1CCN(S(=O)(=O)c2cccc3nsnc23)CC1)c1ccccc1 ?
PMI inhibition: 19%; Autophagy mod: inactive; WT yeast gro inh: 2; Dynein transport: -0.034; human PMI inhibition: 10%; MT stabilize HCS: 6.6; Yfh1-depleted yeast: inactive; WT yeast gro inh mutant strain: 6; Dynein transport cytoplasmic EGFP: -0.33; Dynein transport nuclear GR-EGFP: 0.046; Dynein transport cell count: -0.0049; MT stabilize HCS Hoechst-high %: 4.5; MT stabilize HCS cytotoxicity %: 5.8; Autophagy mod cell loss 18 h: -13

Results for CC(C)(C)Cc1cc(N)on1 ?
PMI inhibition: 6%; Autophagy mod: inactive; WT yeast gro inh: -6; Dynein transport: -0.87; human PMI inhibition: 14%; bCat nuc transl: -1.4; MT stabilize HCS: 5.2; Yfh1-depleted yeast: inactive; WT yeast gro inh mutant strain: -13; Dynein transport cytoplasmic EGFP: -0.3; Dynein transport nuclear GR-EGFP: -0.65; Dynein transport cell count: 0.21; bCat nuc transl cell count 5 µM: 939; MT stabilize HCS Hoechst-high %: 2.8; MT stabilize HCS cytotoxicity %: 9.6; Autophagy mod cell loss 18 h: 5

How did CN1CCS/C1=C/C=C1\SC(=S)N(CC(=O)O)C1=O do in these assays?
PMI inhibition: 23%; Ins promoter up: 2.5; Autophagy mod: inactive; WT yeast gro inh: -4; Dynein transport: 0.5; human PMI inhibition: 8%; bCat nuc transl: 1.8; MT stabilize HCS: 2.6; Yfh1-depleted yeast: >100µM*; WT yeast gro inh mutant strain: -6; Dynein transport cytoplasmic EGFP: -0.045; Dynein transport nuclear GR-EGFP: 0.83; Dynein transport cell count: -1.1; Ins promoter up cell count: 1334; bCat nuc transl cell count 5 µM: 946; MT stabilize HCS Hoechst-high %: 1.8; MT stabilize HCS cytotoxicity %: 10; Autophagy mod cell loss 18 h: -5

How did CCN(CC(=O)Nc1ccc(N2CCOCC2)cc1)C(=O)c1ccc(C(F)(F)F)cc1 do in these assays?
PMI inhibition: 3%; Ins promoter up: -0.78; Autophagy mod: inactive; WT yeast gro inh: 10; Dynein transport: -0.8; human PMI inhibition: 6%; bCat nuc transl: -4.4; MT stabilize HCS: 2.5; Yfh1-depleted yeast: inactive; WT yeast gro inh mutant strain: 8; Dynein transport cytoplasmic EGFP: -0.32; Dynein transport nuclear GR-EGFP: -0.39; Dynein transport cell count: 0.79; Ins promoter up cell count: 1600; bCat nuc transl cell count 5 µM: 1058; MT stabilize HCS Hoechst-high %: 1.8; MT stabilize HCS cytotoxicity %: 14; Autophagy mod cell loss 18 h: 7

What do the screens show for `CCC(=O)Nc1ccc(-n2nnnc2SCC(=O)NNC(=O)c2ccco2)cc1`?
Ins promoter up: 0.42; Dynein transport: -0.48; bCat nuc transl: -1.7; Yfh1-depleted yeast: inactive; Dynein transport cytoplasmic EGFP: -0.23; Dynein transport nuclear GR-EGFP: 0.56; Dynein transport cell count: -0.76; Ins promoter up cell count: 985; bCat nuc transl cell count 5 µM: 1380

What do the screens show for `Cc1cccc(C(=O)NC(CC(=O)O)c2ccc(OC3CCCC3)cc2)c1[N+](=O)[O-]` (stereo unspecified)?
PMI inhibition: -8%; Autophagy mod: inactive; WT yeast gro inh: 8; Dynein transport: 0.11; human PMI inhibition: -22%; bCat nuc transl: -0.3; MT stabilize HCS: 2.0; Yfh1-depleted yeast: inactive; WT yeast gro inh mutant strain: 10; Dynein transport cytoplasmic EGFP: -0.28; Dynein transport nuclear GR-EGFP: 0.091; Dynein transport cell count: 0.33; bCat nuc transl cell count 5 µM: 1063; MT stabilize HCS Hoechst-high %: 1.9; MT stabilize HCS cytotoxicity %: 7.1; Autophagy mod cell loss 18 h: 17

Results for Cc1ccsc1/C=C1\SC(N2CC(C)OC(C)C2)=NC1=O (stereo unspecified) ?
PMI inhibition: -9%; Ins promoter up: 0.02; Autophagy mod: inactive; WT yeast gro inh: -5; Dynein transport: 0.32; human PMI inhibition: 5%; bCat nuc transl: -1.1; MT stabilize HCS: 2.2; Yfh1-depleted yeast: inactive; WT yeast gro inh mutant strain: 11; Dynein transport cytoplasmic EGFP: -0.22; Dynein transport nuclear GR-EGFP: 0.26; Dynein transport cell count: -0.44; Ins promoter up cell count: 1382; bCat nuc transl cell count 5 µM: 983; MT stabilize HCS Hoechst-high %: 1.9; MT stabilize HCS cytotoxicity %: 2.3; Autophagy mod cell loss 18 h: 10

Results for Cc1cc(N2CCN(c3ccccc3F)CC2)nc2cc(O)ccc12 ?
PMI inhibition: 3%; Ins promoter up: -0.23; Autophagy mod: inactive; WT yeast gro inh: 11; Dynein transport: -1.4; human PMI inhibition: 3%; bCat nuc transl: 2.5; MT stabilize HCS: 3.3; Yfh1-depleted yeast: inactive; WT yeast gro inh mutant strain: -4; Dynein transport cytoplasmic EGFP: 0.3; Dynein transport nuclear GR-EGFP: -0.56; Dynein transport cell count: -0.51; Ins promoter up cell count: 1586; bCat nuc transl cell count 5 µM: 1321; MT stabilize HCS Hoechst-high %: 1.9; MT stabilize HCS cytotoxicity %: 14; Autophagy mod cell loss 18 h: -15

What do the screens show for `COc1ccc(F)cc1C(=O)C1CCCN(C(=O)CCc2ccccn2)C1` (stereo unspecified)?
PMI inhibition: -7%; Autophagy mod: inactive; WT yeast gro inh: 15; Dynein transport: -0.8; human PMI inhibition: -9%; bCat nuc transl: -0.5; MT stabilize HCS: 2.2; Yfh1-depleted yeast: inactive; WT yeast gro inh mutant strain: -3; Dynein transport cytoplasmic EGFP: -0.19; Dynein transport nuclear GR-EGFP: -0.47; Dynein transport cell count: -0.4; bCat nuc transl cell count 5 µM: 1551; MT stabilize HCS Hoechst-high %: 2.5; MT stabilize HCS cytotoxicity %: 6.6; Autophagy mod cell loss 18 h: -7

Results for Cc1cccc(Cn2c(=O)c3c(nc4n3CCN4Cc3ccco3)n(C)c2=O)c1 ?
PMI inhibition: 10%; Autophagy mod: inactive; WT yeast gro inh: 7; Dynein transport: 0.33; human PMI inhibition: 5%; bCat nuc transl: 3.6; MT stabilize HCS: 2.4; Yfh1-depleted yeast: inactive; WT yeast gro inh mutant strain: -6; Dynein transport cytoplasmic EGFP: -0.17; Dynein transport nuclear GR-EGFP: 0.48; Dynein transport cell count: -0.036; bCat nuc transl cell count 5 µM: 474; MT stabilize HCS Hoechst-high %: 2.5; MT stabilize HCS cytotoxicity %: 1.5; Autophagy mod cell loss 18 h: 18

How did COc1ccc(NC(=O)/C(C#N)=C/c2c(C)nn(-c3ccc(F)cc3)c2Cl)cc1OC do in these assays?
PMI inhibition: 2%; Ins promoter up: 0.44; Autophagy mod: inactive; WT yeast gro inh: -2; Dynein transport: -0.68; human PMI inhibition: -7%; bCat nuc transl: 1.2; MT stabilize HCS: 2.3; Yfh1-depleted yeast: inactive; WT yeast gro inh mutant strain: -17; Dynein transport cytoplasmic EGFP: -0.21; Dynein transport nuclear GR-EGFP: -0.59; Dynein transport cell count: -0.062; Ins promoter up cell count: 1236; bCat nuc transl cell count 5 µM: 452; MT stabilize HCS Hoechst-high %: 2.5; MT stabilize HCS cytotoxicity %: 3.2; Autophagy mod cell loss 18 h: -1

Results for COc1ccc2cc(/C=C3\SC(=S)NC3=O)c(N3CCOCC3)nc2c1 ?
PMI inhibition: -5%; Ins promoter up: -0.19; Autophagy mod: inactive; WT yeast gro inh: 72*; Dynein transport: 0.45; human PMI inhibition: -5%; bCat nuc transl: -0.4; MT stabilize HCS: 4.6; Yfh1-depleted yeast: inactive; WT yeast gro inh mutant strain: 24*; Dynein transport cytoplasmic EGFP: -0.22; Dynein transport nuclear GR-EGFP: 0.25; Dynein transport cell count: 0.24; Ins promoter up cell count: 955; bCat nuc transl cell count 5 µM: 523; MT stabilize HCS Hoechst-high %: 1.6; MT stabilize HCS cytotoxicity %: 6.3; Autophagy mod cell loss 18 h: 19

What do the screens show for `O=C(C1CCC(=O)N1Cc1ccccc1Cl)N1CCN(c2cccc(Cl)c2)CC1` (stereo unspecified)?
PMI inhibition: 0%; Ins promoter up: -0.42; Autophagy mod: inactive; WT yeast gro inh: 6; Dynein transport: 0.11; human PMI inhibition: 0%; bCat nuc transl: 3.7; MT stabilize HCS: 1.9; Yfh1-depleted yeast: inactive; WT yeast gro inh mutant strain: 4; Dynein transport cytoplasmic EGFP: -0.039; Dynein transport nuclear GR-EGFP: -0.11; Dynein transport cell count: 0.66; Ins promoter up cell count: 1516; bCat nuc transl cell count 5 µM: 1431; MT stabilize HCS Hoechst-high %: 1.4; MT stabilize HCS cytotoxicity %: 11; Autophagy mod cell loss 18 h: -9
